Screens: PubChem BioAssay, several laboratories
CIT2-GFP yeast: modulators of CIT2-GFP expression in yeast, primary screen, S. cerevisiae, GFP fusion, multiplex flow cytometry, MLPCN library; S. cerevisiae CIT2-GFP strain, 3 h; 100 means same as DMSO wells; 320,000 tested, 0.065% active; GFP response vs DMSO, % at 10 µM;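 active = GFP response relative to DMSO above a set limit, near the screen mean plus 3 SD, cut at about 150% in these data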;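 note: ratio of well median GFP fluorescence to mean of DMSO wells on the plate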
procasp7 counter: procaspase-7 activators, primary screen, counter-screen for procaspase-3 activator project, biochemical, absorbance, HTS, human; 330,000 tested, 0.093% active; activation, % at 8.5 µM; recombinant procaspase-7, Ac-DEVD-pNA absorbance 405 nm; D23A/D198A/D206A triple mutant, cannot self-cleave; scale: DMSO 0, 5 µM enzyme 100; AID 463210, 2010;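 active = percent activation above the screen-wide mean plus 3 SD, cut at about 25% in these data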
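buffer or medium = Zinc-free HEPES/NaCl buffer, pH 7.4 | material = Procaspase-7 triple mutant (PC-7 D3A) | input = 2 µM procaspase-7 mutant as dispensed | signal = Epi-absorbance of released pNA at 405 nm, two timepoints | timing = 1 h preincubation, 2 h reaction | replicates = singlicate compound testing | evaluation = % activation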
AHR activator: AHR activators, primary screen, cell-based, luminescence, luciferase reporter, human | Aryl hydrocarbon receptor (Homo sapiens), P35869 | AHR-responsive luciferase reporter cells | activation, % at 5 µM | AID 2796, 2010 | 320,000 tested, 2.5% active; in the data active = activation above about 47%;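 note: 0% = vehicle wells and 100% = reference agonist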
Target sequence (P35869 whole entry, looked up): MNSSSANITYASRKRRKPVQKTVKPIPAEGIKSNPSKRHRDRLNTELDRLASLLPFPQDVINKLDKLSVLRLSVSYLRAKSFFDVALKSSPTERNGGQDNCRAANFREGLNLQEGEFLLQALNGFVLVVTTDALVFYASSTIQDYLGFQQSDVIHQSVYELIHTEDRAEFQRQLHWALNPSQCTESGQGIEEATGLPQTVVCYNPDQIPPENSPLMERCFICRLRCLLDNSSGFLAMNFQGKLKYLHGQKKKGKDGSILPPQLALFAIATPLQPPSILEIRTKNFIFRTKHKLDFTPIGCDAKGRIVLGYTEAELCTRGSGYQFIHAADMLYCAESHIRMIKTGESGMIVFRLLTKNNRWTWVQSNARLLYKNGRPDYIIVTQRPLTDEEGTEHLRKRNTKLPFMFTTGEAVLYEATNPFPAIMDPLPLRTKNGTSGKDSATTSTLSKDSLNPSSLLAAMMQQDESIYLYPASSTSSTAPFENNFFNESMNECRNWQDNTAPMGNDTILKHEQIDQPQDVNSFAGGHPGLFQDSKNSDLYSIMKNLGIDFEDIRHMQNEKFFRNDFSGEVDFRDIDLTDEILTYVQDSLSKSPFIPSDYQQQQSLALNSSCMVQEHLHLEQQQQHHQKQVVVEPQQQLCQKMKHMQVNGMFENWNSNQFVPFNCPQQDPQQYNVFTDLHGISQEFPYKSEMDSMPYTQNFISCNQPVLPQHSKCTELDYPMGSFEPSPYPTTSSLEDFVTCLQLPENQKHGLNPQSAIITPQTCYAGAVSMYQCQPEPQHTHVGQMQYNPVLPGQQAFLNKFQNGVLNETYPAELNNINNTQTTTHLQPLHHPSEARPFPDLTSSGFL
MEP2-GFP yeast: modulators of MEP2-GFP levels in yeast, primary screen, S. cerevisiae, multiplex flow cytometry, MLPCN library. 330,000 tested, 0.51% active. GFP response vs DMSO, % at 10 µM. S. cerevisiae MEP2-GFP strain, 3 h; 100% = DMSO control level;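 active = GFP response versus DMSO above a set limit, roughly screen mean plus 3 SD, cut at about 180% in these data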;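 note: median GFP fluorescence of the barcode-gated MEP2-GFP cells per well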
RPL19A-GFP yeast: RPL19A-GFP expression modulators in yeast, primary screen, cell-based, S. cerevisiae, multiplex flow cytometry, MLPCN; S. cerevisiae RPL19A-GFP strain, 3 h; hits give low values; percent response vs DMSO, % at 10 µM; 330,000 tested, 0.3% active;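 active = percent response vs DMSO below 50%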;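 note: median channel GFP fluorescence of the barcoded RPL19A-GFP strain; ratio of sample median GFP to plate DMSO average so 100% = DMSO; lower means less RPL19A-GFP as with rapamycin TOR inhibition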
LAP4 TOR yeast: modulators of LAP4-GFP expression in yeast, primary screen, S. cerevisiae, multiplex flow cytometry, MLPCN library. 3 h; median GFP as percent of DMSO wells. GFP response vs DMSO, % at 10 µM. 320,000 tested, 0.34% active. AID 2023, 2009;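 active = GFP response vs DMSO above a set limit, about the screen mean plus 3 SD, cut at about 150% in these data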
AGP1 TOR yeast: modulators of AGP1-GFP expression in yeast TOR pathway, primary screen, cell-based, multiplex flow cytometry, S. cerevisiae, MLPCN library. 3 h; GFP as percent of DMSO wells. GFP response vs DMSO, % at 10 µM. 320,000 tested, 0.02% active;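 active = GFP response relative to DMSO above a set limit, near screen average plus 3 SD, cut at about 150% in these data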;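 note: median GFP channel fluorescence of the gated AGP1 strain per well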
procasp3 activ: activators of human procaspase-3 D3A mutant, primary screen, biochemical, absorbance, PC-3 D3A mutant, single concentration; Caspase-3 (Homo sapiens), P42574; recombinant procaspase-3 D3A, Ac-DEVD-pNA absorbance 405 nm; activation, % at 8.5 µM; 330,000 tested, 0.11% active; AID 463141, 2010;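 active = activation above the mean of all tested compounds plus 3 SD, cut at about 21% in these data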;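 note: 0% = DMSO alone and 100% = DMSO wells spiked with extra 5 µM PC-3 D3A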
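Assay system – Procaspase-3 D3A mutant, all three cleavage aspartates alanine · Controls – DMSO-only low control, 5 µM PC-3 D3A high control · Schedule – 1 h compound preincubation, 2 h substrate hydrolysis at 25 °C · Signal – 405 nm absorbance of p-nitroaniline, reads at 0 and 120 min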
Active calls of the source: *.

| # | molecule | RPL19A-GFP yeast | CIT2-GFP yeast | AHR activator | AGP1 TOR yeast | procasp3 activ | MEP2-GFP yeast | procasp7 counter | LAP4 TOR yeast |
| --- | --- | --- | --- | --- | --- | --- | --- | --- | --- |
| 1 | CCOc1ccc2[nH]c(O)c(NC(C)=O)c2c1 | 99.3 | 103.3 | 4.1 | 105.0 | -8.3 | 95.7 | -4.3 | 98.7 |
| 2 | CC[C@@]1(C(=O)OC)N[C@H](CN(C)S(=O)(=O)c2ccc(C(C)(C)C)cc2)[C@@H]2C(=O)N(Cc3ccccc3)C(=O)[C@@H]21 | 90.0 | 96.2 | -2.4 | 95.3 | 8.3 | 92.7 | 6.1 | 87.8 |
| 3 | CC1CCN(CC(=O)Nc2ccc(Br)cc2[N+](=O)[O-])CC1 | 98.1 | 100.7 | 1.1 | 102.0 | 2.3 | 91.2 | 1.6 | 101.7 |
| 4 | CCc1nnc(NS(=O)(=O)c2ccc(NC(=O)c3cccc(OC)c3)cc2)s1 | 95.8 | 96.6 | 1.3 | 97.0 | 4.8 | 98.5 | 3.0 | 94.4 |
| 5 | CC1CCN(C2=NC(=O)/C(=C/c3cn[nH]c3-c3ccccc3)S2)CC1 | 99.6 | 101.5 | -0.3 | 102.1 | 1.5 | 89.8 | 7.0 | 97.1 |
| 6 | O=C(Nc1cccc(NC(=O)c2ccc(-c3ccc(Br)cc3)o2)c1)c1ccccc1 | 94.9 | 93.1 | 23.3 | 97.4 | -2.3 | 92.3 | -4.4 | 98.0 |
| 7 | CC1(C(=O)NNC(=O)c2ccc(=O)oc2)CC1Br (configuration not stated) | 99.4 | 100.3 | 8.8 | 103.4 | -3.0 | 98.4 | -5.8 | 106.6 |
| 8 | O=C(Nc1ccc(F)cc1)c1ccc(CSc2ccccc2)o1 | 106.2 | 94.5 | 1.6 | 94.0 | 8.1 | 97.9 | 13.9 | 96.9 |
| 9 | C/C(=C/c1ccccc1)C(=O)N1CCN(c2ccccc2F)CC1 | 105.0 | 97.2 | 12.4 | 94.8 | -1.6 | 104.6 | 9.2 | 91.2 |
| 10 | CCCCN(C)C(=O)C1CCN(Cc2ccccn2)CC1 | 95.8 | 104.6 | 4.5 | 96.7 | -19.5 | 101.0 | -12.5 | 90.8 |
| 11 | CCOC(=O)C1CCCN(S(=O)(=O)c2ccc3c(c2)C(C)(C)C(=O)N3C)C1 (configuration not stated) | 96.8 | 100.5 | 0.7 | 101.9 | 4.3 | 98.5 | 5.6 | 95.2 |
| 12 | CC1(C)CC(=O)CC(=Nc2ccc(C(=O)O)cc2)C1 | 98.3 | 103.2 | 3.2 | 100.7 | -9.9 | 103.2 | -1.5 | 100.8 |
| 13 | CCc1nnc(NC(=O)CSc2nnc3ncccn23)s1 | 97.3 | 95.7 | 0.0 | 95.6 | 6.3 | 100.4 | -0.5 | 97.2 |
| 14 | CC1CN(S(=O)(=O)c2cccc(C(F)(F)F)c2)C(C)N1C(=O)N1CCOCC1 (configuration not stated) | 108.4 | 111.6 | 0.8 | 101.7 | -3.8 | 103.3 | 1.2 | 93.2 |
| 15 | O=C(Nc1ccccn1)c1ccc2c(c1)OCO2 | 106.5 | 104.5 | 34.2 | 96.7 | -0.4 | 109.6 | 8.0 | 106.1 |
| 16 | CC[C@H](C)[C@@H](NC(=O)O[C@@H]1C(=O)c2cc(Br)ccc2O[C@H]1c1cccc(OC)c1)C(=O)OC | 95.0 | 85.7 | 12.0 | 87.5 | 8.8 | 88.0 | -20.0 | 122.3 |
| 17 | COC(=O)c1ccc(NC(=O)COC(=O)c2nc3nccc(C)n3n2)cc1 | 95.1 | 99.7 | 26.3 | 100.5 | -5.7 | 96.7 | 0.3 | 105.1 |
| 18 | CCOC(=O)c1ccc(NC(=O)Nc2cc(C)on2)cc1 | 95.9 | 89.8 | 0.1 | 99.8 | -0.9 | 93.9 | 6.6 | 99.2 |
| 19 | CCN1/C(=C2\C(=O)N(C)C(=S)N2C)C=Cc2cc(OC)ccc21 | 100.9 | 94.6 | 3.2 | 100.6 | -10.2 | 106.1 | -19.4 | 108.4 |
| 20 | c1ccc(C2=NNC(=NC3CC3)SC2)cc1 | 105.2 | 109.3 | 5.6 | 109.6 | -13.3 | 108.8 | -33.1 | 118.3 |
| 21 | COc1cccc(NC(=S)N(CCCN2CCCC(C)C2)Cc2cccs2)c1 (configuration not stated) | 99.0 | 98.4 | -1.1 | 98.1 | 2.5 | 98.2 | -2.7 | 101.1 |
| 22 | C/C(=N\NC(=S)NCc1ccccc1)c1cccc(Br)c1 | 102.0 | 105.1 | 14.5 | 101.5 | -2.0 | 96.5 | 0.2 | 109.8 |
| 23 | CCC(=O)Nc1ccc(S(=O)(=O)N2CCC(c3nc4ccccc4[nH]3)CC2)cc1 | 97.3 | 110.3 | 3.7 | 109.0 | 2.1 | 97.4 | 6.5 | 112.0 |
| 24 | O=C(NCc1ccccn1)c1cc2ccccn2n1 | 94.9 | 88.7 | 11.3 | 92.2 | -0.8 | 96.3 | 5.8 | 99.1 |
| 25 | CN1CCN(CC(=O)n2c3c(c4ccccc42)CCCC3)CC1 | 91.9 | 93.7 | 9.2 | 95.0 | -0.3 | 91.3 | 1.5 | 90.8 |
| 26 | Fc1cccc(/C=N/Nc2nccnc2Cl)c1 | 96.9 | 104.8 | 24.3 | 93.6 | -4.5 | 105.1 | -0.3 | 98.0 |
| 27 | CCN(CC)CCCNC(=O)c1cc(-c2ccc3c(c2)OCO3)on1 | 101.2 | 96.2 | -4.6 | 98.1 | 6.4 | 95.2 | -5.1 | 97.0 |

By substructure, the entries above containing an aryl thioether with sulfur outside any ring
| # | molecule | RPL19A-GFP yeast | CIT2-GFP yeast | AHR activator | AGP1 TOR yeast | procasp3 activ | MEP2-GFP yeast | procasp7 counter | LAP4 TOR yeast |
| --- | --- | --- | --- | --- | --- | --- | --- | --- | --- |
| 8 | O=C(Nc1ccc(F)cc1)c1ccc(CSc2ccccc2)o1 | 106.2 | 94.5 | 1.6 | 94.0 | 8.1 | 97.9 | 13.9 | 96.9 |
| 13 | CCc1nnc(NC(=O)CSc2nnc3ncccn23)s1 | 97.3 | 95.7 | 0.0 | 95.6 | 6.3 | 100.4 | -0.5 | 97.2 |

Quoted from the listing, 13 compounds:
| # | molecule | RPL19A-GFP yeast | CIT2-GFP yeast | AHR activator | AGP1 TOR yeast | procasp3 activ | MEP2-GFP yeast | procasp7 counter | LAP4 TOR yeast |
| --- | --- | --- | --- | --- | --- | --- | --- | --- | --- |
| 4 | CCc1nnc(NS(=O)(=O)c2ccc(NC(=O)c3cccc(OC)c3)cc2)s1 | 95.8 | 96.6 | 1.3 | 97.0 | 4.8 | 98.5 | 3.0 | 94.4 |
| 5 | CC1CCN(C2=NC(=O)/C(=C/c3cn[nH]c3-c3ccccc3)S2)CC1 | 99.6 | 101.5 | -0.3 | 102.1 | 1.5 | 89.8 | 7.0 | 97.1 |
| 6 | O=C(Nc1cccc(NC(=O)c2ccc(-c3ccc(Br)cc3)o2)c1)c1ccccc1 | 94.9 | 93.1 | 23.3 | 97.4 | -2.3 | 92.3 | -4.4 | 98.0 |
| 7 | CC1(C(=O)NNC(=O)c2ccc(=O)oc2)CC1Br (configuration not stated) | 99.4 | 100.3 | 8.8 | 103.4 | -3.0 | 98.4 | -5.8 | 106.6 |
| 8 | O=C(Nc1ccc(F)cc1)c1ccc(CSc2ccccc2)o1 | 106.2 | 94.5 | 1.6 | 94.0 | 8.1 | 97.9 | 13.9 | 96.9 |
| 9 | C/C(=C/c1ccccc1)C(=O)N1CCN(c2ccccc2F)CC1 | 105.0 | 97.2 | 12.4 | 94.8 | -1.6 | 104.6 | 9.2 | 91.2 |
| 10 | CCCCN(C)C(=O)C1CCN(Cc2ccccn2)CC1 | 95.8 | 104.6 | 4.5 | 96.7 | -19.5 | 101.0 | -12.5 | 90.8 |
| 11 | CCOC(=O)C1CCCN(S(=O)(=O)c2ccc3c(c2)C(C)(C)C(=O)N3C)C1 (configuration not stated) | 96.8 | 100.5 | 0.7 | 101.9 | 4.3 | 98.5 | 5.6 | 95.2 |
| 12 | CC1(C)CC(=O)CC(=Nc2ccc(C(=O)O)cc2)C1 | 98.3 | 103.2 | 3.2 | 100.7 | -9.9 | 103.2 | -1.5 | 100.8 |
| 13 | CCc1nnc(NC(=O)CSc2nnc3ncccn23)s1 | 97.3 | 95.7 | 0.0 | 95.6 | 6.3 | 100.4 | -0.5 | 97.2 |
| 14 | CC1CN(S(=O)(=O)c2cccc(C(F)(F)F)c2)C(C)N1C(=O)N1CCOCC1 (configuration not stated) | 108.4 | 111.6 | 0.8 | 101.7 | -3.8 | 103.3 | 1.2 | 93.2 |
| 15 | O=C(Nc1ccccn1)c1ccc2c(c1)OCO2 | 106.5 | 104.5 | 34.2 | 96.7 | -0.4 | 109.6 | 8.0 | 106.1 |
| 16 | CC[C@H](C)[C@@H](NC(=O)O[C@@H]1C(=O)c2cc(Br)ccc2O[C@H]1c1cccc(OC)c1)C(=O)OC | 95.0 | 85.7 | 12.0 | 87.5 | 8.8 | 88.0 | -20.0 | 122.3 |
